From PubChem BioAssay
HTR5A ag: HTR5A agonists in luminescence cell assay, primary screen, counter-screen for OPRM1-OPRD1 heterodimer agonist project, full-deck HTS; 340,000 tested, 0.61% active; activation, % at 9.3 µM; cell-based; in the data active = activation mostly above about 9.5%, no sharp cut-off; inactive = mostly below about 7.6%;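 note: 0% = cells with vehicle only and 100% = reference agonist; strong numbers were not always called active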
Target sequence (P47898 whole entry, looked up): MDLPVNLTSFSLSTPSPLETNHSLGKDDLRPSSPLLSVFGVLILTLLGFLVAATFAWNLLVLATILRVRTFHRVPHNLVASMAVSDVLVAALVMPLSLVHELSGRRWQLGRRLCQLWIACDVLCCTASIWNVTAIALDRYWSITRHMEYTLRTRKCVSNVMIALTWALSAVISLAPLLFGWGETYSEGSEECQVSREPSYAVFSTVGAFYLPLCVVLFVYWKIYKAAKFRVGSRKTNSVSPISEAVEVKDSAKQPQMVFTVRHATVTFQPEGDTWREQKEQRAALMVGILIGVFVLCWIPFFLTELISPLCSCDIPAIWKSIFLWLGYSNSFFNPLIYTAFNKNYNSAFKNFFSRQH
cardiac RTF act: cardiac RTF calcium sensitivity activators, primary screen, biochemical, IANBD-TnC fluorescence, EC20 calcium. IANBD-labeled TnC RTF fluorescence at EC20 calcium; 0% EC20 calcium, 100% full calcium. AID 493008, 2010. 340,000 tested, 0.24% active. activation, % at 7.2 µM;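 active = activation above the mean over all tested compounds plus 3 SD, cut at about 30% in these data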;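 note: rise in fluorescence read as greater calcium sensitivity of cardiac thin filaments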
Rtt109 HAT inh: inhibitors of C. albicans Rtt109/Vps75 HAT, primary screen, biochemical, ThioGlo CoA-SH fluorescence, plate reader; Histone acetyltransferase RTT109 (Candida albicans (strain SC5314 / ATCC MYA-2876)), …; purified Rtt109/Vps75, 4 h; inhibition, % at 34.9 µM; 330,000 tested, 0.16% active; AID 540336, 2011;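 active = inhibition of at least 50% in every replicate; inconclusive = best replicate reaches 50% inhibition but some replicates fall short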
Target sequence (Q5AAJ8 whole entry, looked up): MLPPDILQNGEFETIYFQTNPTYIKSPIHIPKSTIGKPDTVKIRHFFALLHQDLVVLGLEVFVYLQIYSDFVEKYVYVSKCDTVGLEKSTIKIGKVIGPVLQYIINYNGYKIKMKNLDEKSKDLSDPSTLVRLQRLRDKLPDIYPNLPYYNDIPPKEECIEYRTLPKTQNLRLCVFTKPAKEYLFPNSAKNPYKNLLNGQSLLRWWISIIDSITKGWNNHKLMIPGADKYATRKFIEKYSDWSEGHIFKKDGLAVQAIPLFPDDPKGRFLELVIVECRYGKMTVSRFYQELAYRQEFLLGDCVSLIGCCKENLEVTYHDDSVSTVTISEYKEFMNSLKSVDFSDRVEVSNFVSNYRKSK
dFosB act: activators of delta FosB homodimer, primary screen, biochemical, fluorescence polarization, TAMRA-CDK5 oligo, single point. Protein FosB (Mus musculus), P13346. purified delta FosB; percent of positive-control signal above neutral wells. activation, % at 25 µM. 340,000 tested, 0.99% active. AID 493131, 2011;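 active = mean activation above about 17%, with every replicate also reaching it, limit read from the data, passing the limit was not always enough; inconclusive = only one of the two conditions met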;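 note: fluorescence polarization rise as delta FosB binds a TAMRA Cdk5 AP-1 oligo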
Target sequence (P13346 whole entry, looked up): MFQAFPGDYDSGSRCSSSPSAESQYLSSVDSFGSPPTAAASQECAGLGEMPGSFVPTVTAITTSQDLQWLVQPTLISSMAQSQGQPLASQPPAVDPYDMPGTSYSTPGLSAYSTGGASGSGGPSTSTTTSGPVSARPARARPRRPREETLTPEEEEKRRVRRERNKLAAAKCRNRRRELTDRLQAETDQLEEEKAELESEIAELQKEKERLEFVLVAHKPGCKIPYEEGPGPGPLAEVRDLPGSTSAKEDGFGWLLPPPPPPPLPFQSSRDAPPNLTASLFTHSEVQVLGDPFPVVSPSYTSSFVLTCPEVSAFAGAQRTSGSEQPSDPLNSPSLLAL
SR-BI DiI-HDL act: activators of SR-BI mediated DiI-HDL uptake, primary screen, ldlA[mSR-BI] CHO cells, DiI fluorescence | 320,000 tested, 0.096% active | activation, % at 12.5 µM | 3 h; 100 = double the neutral-control signal;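 active = mean replicate activation of at least 60% and every replicate at or above 60%; inconclusive = mean or all-replicate condition met, but not both; inactive = mean below 60% and not all replicates reaching 60%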;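 note: 0% = median plate neutral-control signal and 100% = twice that signal; values of inactives mirror those of a sister screen read the other way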
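material = CHO ldlA[mSR-BI] cells | medium = Ham's F12 with 0.5% BSA, HEPES 25 mM, pH 7.4 | reagent = fluorescent DiI-HDL, 10 µg/mL final | compound dosing = single-point compound dose | incubation = 3 h, 37 °C | measured by = bottom-read fluorescence, 550/595 nm | measure = HDL uptake via cellular fluorescence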
MITF TRPM1 HTS: activators of MITF-driven TRPM1 promoter reporter, primary screen, cell-based, SK-MEL-5, luciferase, single point; SK-MEL-5 TRPM1-promoter luciferase, 24 h; % of positive control, neutral wells = 0; activation, % at 12.5 µM; 300,000 tested, 0.75% active; AID 588334, 2011;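 active = mean activation of at least 80% with every replicate also reaching 80%; inconclusive = mean reaches 80% but some replicate falls short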;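 note: 0% = neutral control wells and 100% = parthenolide positive control wells; values of inactives mirror those of a sister screen read the other way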
SR-BI HDL uptake: inhibitors of SR-BI mediated HDL lipid uptake, primary screen, ldlA[mSR-BI] cells, fluorescence, single point; Scavenger receptor class B member 1 (Mus musculus), Q61009; ldlA[mSR-BI] CHO cells, DiI-HDL uptake fluorescence, 3 h; inhibition, % at 12.5 µM; 320,000 tested, 0.96% active; AID 488896, 2010;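 active = mean replicate inhibition of at least 70% and a set share of replicates each scoring 70 or more; inconclusive = meets just one of the two criteria; inactive = fails both criteria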;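 note: 0% = median of neutral control wells and 100% = median of positive control wells; values of inactives mirror those of a sister screen read the other way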
CDK5 p35 inh: inhibitors of human CDK5/p35 kinase, primary screen, biochemical, single concentration. Cyclin-dependent kinase 5 (Homo sapiens) + Cyclin-dependent kinase 5 activator 1 (Homo …. Recombinant CDK5/p35, ADP-Glo luminescence, 60 min. inhibition, % at 10 µM. 330,000 tested, 0.01% active. AID 488839, 2010;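 active = highest replicate inhibition of at least 50% and at least 75% of replicates reaching 50%; inconclusive = only one of the two criteria met; inactive = both criteria failed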;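 note: plate controls were DMSO neutral control for no effect and GW8510 at 10 µM for full effect; many of its hits are not listed in these tables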
Wnt bcat act: Wnt/beta-catenin pathway activators, primary screen, cell-based, plate reader, single point; activation, % at 9.35 µM; 300,000 tested, 1.2% active; Wnt/beta-catenin reporter cell assay, activator; in the data active = activation above about 30%, passing the limit was not always enough; inconclusive = no clear call, values can overlap the other calls;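 note: 0% = neutral control wells and 100% = positive control wells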
PvdQ acylase: P. aeruginosa PvdQ acylase inhibitors, primary screen, biochemical, fluorescence, plate reader and imaging, single point. 340,000 tested, 0.063% active. PvdQ acylase [Pseudomonas aeruginosa LESB58]. AID 488965, 2010. purified PvdQ acylase. inhibition, % at 10 µM; in the data active = inhibition above about 30%, passing the limit was not always enough; inconclusive = no clear call, values can overlap the other calls;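 note: 0% = vehicle neutral wells and 100% = reference inhibitor wells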
* = called active by the depositor; ? = inconclusive; . = no result given.

SMILES	HTR5A ag	cardiac RTF act	Rtt109 HAT inh	dFosB act	SR-BI DiI-HDL act	MITF TRPM1 HTS	SR-BI HDL uptake	CDK5 p35 inh	Wnt bcat act	PvdQ acylase
CC(C)c1ccc2oc(-c3cc(N)ccc3O)nc2c1	5	-3	10	-3	27	.	-27	3.4	.	5
Cc1nc2c(n1O)CCC/C2=N\O	-3	1	-6	-2	19	7	-19	1.7	.	-7
CCOC(=O)C1=C(C)N(C)C(=O)NC1c1cc2c(cc1Br)OCO2 (stereo unspecified)	-4	0	-10	1	20	4	-20	0.4	.	-11
COc1ccc(OC)c(/C=C/C(=O)NC2=NCCS2)c1	2	1	-6	0	-25	2	25	1.3	4	-4
CN(C)C(CNC(=O)c1cccc(OC(F)F)c1)c1ccco1 (stereo unspecified)	0	6	6	-6	5	8	-5	-1.5	6	4
COc1cc2ccccc2cc1C(=O)N/N=C/c1cccnc1	5	-2	2	-24	-9	-2	9	2.5	0	-15
COc1cccc(NC(=O)CN(C)C(=O)CCCc2nc3ccccc3c(=O)[nH]2)c1	9	-4	-4	-6	24	-4	-24	0.0	-4	-14
Cc1ccc(NC(=O)CN2C(=O)S/C(=C\c3cc(C)n(-c4ccc(C(=O)O)cc4)c3C)C2=O)cc1	-2	9	5	-13	4	-3	-4	-2.9	0	-22
CCOC(=O)c1ccc2c(c1)n(CC)c(/C=C/N(C)c1ccccc1)[n+]2CC	2	-1	-5	-3	-1	-62	1	-1.0	1	-2
COc1ccc(NC(=O)Nc2c(C)noc2-c2ccccc2)cc1	-1	15	1	-5	26	-8	-26	0.1	0	-9
O=[N+]([O-])c1ccc2cn[nH]c2c1	1	3	6	-4	3	-12	8	3.7	-1	4
CC(OC(=O)c1cccs1)C(=O)NCc1ccc2c(c1)OCO2 (stereo unspecified)	3	5	-4	-3	.	16	.	-1.8	-3	-8
COc1ccc(C(C)=O)cc1COC(=O)c1c(C)nn(-c2ccccc2)c1C	-1	-1	-6	-16	-60	6	60	0.5	1	3
CC(C)COc1ccc(C(=O)Nc2cc(S(=O)(=O)N3CCOCC3)ccc2N2CCCC2)cc1	1	-1	1	-16	13	-9	-13	1.3	2	-10
O=S(=O)(Nc1ncnc2scc(-c3ccc(F)cc3)c12)c1cc(F)ccc1F	0	-6	-2	-5	.	-15	.	0.4	-1	8
Cc1ccc(CN2Cc3cccc4c3[C@@H](CC2=O)[C@H](O)[C@H](O)C4)cc1	1	13	-23	4	4	9	-4	1.0	1	-17
CC(=O)N1CCN(C(=S)NC(=O)c2ccc(S(=O)(=O)N3CCOCC3)cc2)CC1	1	-1	2	-3	48	-10	-48	-1.2	-1	-5
Cc1ccc(S(=O)(=O)Oc2ccccc2/C=N/N=C(N)N)cc1	1	-2	14	-2	17	5	-17	0.9	1	-8
Cc1ccc2c(c1)[C@@H]1CN(C)CC[C@@H]1N2S(=O)(=O)c1ccc(F)cc1	.	0	-3	-2	16	3	-16	-4.7	.	-2
S=c1nc(C2COc3ccccc3O2)[nH][nH]1 (stereo unspecified)	2	-2	0	-3	-16	4	16	0.3	1	-7
CCc1nnc(NC(=O)CSc2nc(-c3ccc(OC)cc3)ns2)s1	2	-5	-11	8	4	.	-4	-0.1	11	-18
COCCN1CC(C(=O)NCc2ncccc2C)CCC1=O (stereo unspecified)	1	5	3	0	22	12	-22	-2.1	-2	-3
O=C(Nc1ccc(F)cc1)c1nc[nH]c1C(=O)Nc1ccc([N+](=O)[O-])cc1	2	8	-2	?	-11	-2	11	-0.5	23	0
COc1cc(OC)cc(C(=O)N[C@H](C(=O)Nc2nc3ccc(S(C)(=O)=O)cc3s2)C(C)C)c1	-4	2	-2	-1	31	17	-31	-2.0	-1	-3
CSCC(CO)NS(=O)(=O)c1ccc(C)cc1 (stereo unspecified)	0	-1	7	-6	18	1	-18	1.7	4	-18
COc1ccc2c(c1)C1=C(CC2)C(c2ccc(C)cc2)NC(=S)N1 (stereo unspecified)	3	-2	5	-7	-58	-15	58	1.4	-2	2
O=C(O)c1ccc(-c2ccccc2)[nH]1	2	-3	3	-2	-7	-4	7	-1.0	-1	-1
CC(=O)NCCNS(=O)(=O)c1ccc(C)c([N+](=O)[O-])c1	1	1	6	-4	-63	9	63	0.8	-1	-11
N/C(=N\OC(=O)Nc1ccc(Cl)cc1)c1ncc(C(F)(F)F)cc1Cl	2	3	-2	-2	20	23	-20	1.1	.	-18
O=C(C[n+]1cccc(NC(=O)c2ccccc2)c1)c1ccccc1	-2	4	0	-7	8	-5	-8	-1.9	.	4
O=Nc1c2ccc[nH]c-2c2ccc([N+](=O)[O-])cc12	-1	6	.	14	26	0	-26	-0.6	-9	18
O=C(Oc1ccc(N(Cc2cccs2)C2=NS(=O)(=O)c3ccccc32)cc1)c1ccccc1	-4	-5	3	6	3	-16	-3	0.2	1	5
O=C(COC(=O)C1CCCN1C(=O)C12CC3CC(CC(C3)C1)C2)c1ccc(Br)cc1 (stereo unspecified)	-1	4	1	-6	-6	0	6	-0.3	-29	0
Cc1cccc(NC(=O)c2nc[nH]c2C(=O)N[C@@H](C)C(=O)OCc2ccccc2)c1	3	-6	2	-10	6	9	-6	0.6	-3	-13
Fc1ccc(OCCCCCCN2CCCC2)cc1	6	-2	2	2	-5	-2	5	1.1	-1	-2
COc1ccc(C(=O)CSc2nnc(CNC(=O)c3ccc(S(=O)(=O)N(C)C)cc3)o2)cc1	4	3	0	-11	-78	-2	78*	-0.8	2	-5
O=C(c1ccco1)N1CCN(Cc2nc3cc(Cl)ccc3c(=O)[nH]2)CC1	-2	5	-6	2	-1	-7	1	-1.1	-1	-19
C#CCOCCOCCOCCNc1nc(N2CCOCC2)nc(N2CCN(C(=O)CCCCCCCCCCNC(=O)[C@@H](CCC(=O)O)n3cc(CCCCCN)nn3)CC2)n1	1	1	29	0	-14	16	14	0.9	6	7
O=C(Nc1ccc(Oc2cccnc2)nc1)c1ccc(C(F)(F)F)cc1	-2	2	-10	-2	5	3	-5	-0.4	-2	-19
COc1ccc(NC(=O)Nc2ccc(F)cc2F)cc1	4	-3	-2	1	-2	92*	2	-0.1	.	-5
COC(=O)c1sc(NC(=O)c2ccc(OC)cc2OC)nc1C	5	-1	-2	-7	0	.	0	1.0	.	-16
O=C(c1cccc(S(=O)(=O)Nc2ccc(Br)cc2)c1)N1CCC1	4	-4	2	-2	5	1	-5	-1.3	-1	-5
C/C(=N/NC(=O)Cn1nc2ccccc2n1)c1ccc(F)cc1	-9	3	1	-2	5	-8	-5	-0.1	0	1
COC(=O)c1ccc([N+](=O)[O-])c(CS(=O)(=O)c2ccc(Cl)cc2)c1	5	5	3	-20	3	-4	-3	0.7	1	-11
COc1cccc(CN(C)C(=O)c2ccccc2Sc2ccccc2C#N)c1	1	-5	6	-8	-52	-6	52	0.8	-1	1
COc1ccc(CC(=O)NCCc2ccc(S(N)(=O)=O)cc2)cc1	2	7	6	-12	16	6	-16	1.2	.	-5
CCc1cccc(NC(=O)C2CCCN(c3ncnc4c3nc3n4CCCCC3)C2)c1 (stereo unspecified)	3	-6	87*	6	-24	5	24	2.2	-2	-2
O=C(O)C1CC(=O)N(c2ccc(OCc3c(F)cccc3Cl)cc2)C1 (stereo unspecified)	5	2	-9	4	-2	-3	2	1.2	.	-8
CC(C)(C)NS(=O)(=O)c1ccc(N2C(=O)c3ccccc3C2=O)cc1	4	-4	.	-3	1	.	-1	0.0	.	16
CC1CCC2(CC1)NC(=O)N(CC(=O)Nc1ccc(N3CCOCC3)cc1)C2=O (stereo unspecified)	4	-1	5	1	8	-3	-8	-0.5	-3	-8
Cc1ccc(CNC(=S)Nc2cc(C)ccc2OC(F)F)cc1	3	2	0	-16	-8	4	8	-1.3	-1	-1
CC1(C)Cc2c(C#N)c(N3CCN(C(=O)c4ccco4)CC3)nc(Cc3ccccc3)c2CO1	5	-1	-12	-12	-29	-14	29	0.5	-4	-11
CCOc1cc(C(=O)Nc2cccc3ncccc23)cc(OCC)c1OCC	4	-1	4	-11	-14	-6	14	-0.7	-1	-12
CCCOc1cccc(C(=O)N(Cc2ccco2)C2CCS(=O)(=O)C2)c1 (stereo unspecified)	-4	3	-3	-4	16	-9	-16	1.6	.	3
Cc1ccc(Sc2ccc([N+](=O)[O-])cc2[N+](=O)[O-])nc1	-4	-4	.	-8	15	-10	-15	0.4	0	-6
O=C1NC(=O)C2(CCC(C(=O)O)C2)N1 (stereo unspecified)	6	2	-10	10	2	2	-2	-0.7	-2	-12
CC(OC(=O)c1cnccn1)C(=O)c1ccccc1 (stereo unspecified)	-1	-3	19	2	12	5	-12	-0.3	-3	7
O=C(CSc1nc2scc(-c3ccccc3)c2c(=O)[nH]1)Nc1ccccc1	5	-6	2	7	-1	-1	1	-5.4	2	-9
CC1CCCN(S(=O)(=O)c2ccc(NC(=O)Cn3nnc(-c4ccccc4F)n3)cc2)C1 (stereo unspecified)	3	4	-1	0	-11	4	11	-1.7	.	-8
CC(C)(C)n1nc2c(c1NC(=O)c1ccc(S(=O)(=O)N3CCCCC3)cc1)CS(=O)C2 (stereo unspecified)	1	10	-2	-16	-10	.	10	0.4	1	-6
Next compounds
SMILES	HTR5A ag	cardiac RTF act	Rtt109 HAT inh	dFosB act	SR-BI DiI-HDL act	MITF TRPM1 HTS	SR-BI HDL uptake	CDK5 p35 inh	Wnt bcat act	PvdQ acylase
CCOC(=O)c1sc(=S)n(-c2ccc(OC)cc2)c1N	.	.	-2	5	-12	.	12	-0.3	0	-14
COC(=O)Nc1ccc(S(=O)(=O)N2CCCCC2C(=O)O)cc1 (stereo unspecified)	-2	4	-6	4	-18	4	18	1.3	1	-14
O=C(O)C1=C[C@@H](c2ccc(Br)cc2)C[C@@H](OCc2ccc(CO)cc2)O1	5	0	-4	9	35	.	-35	0.1	0	-5
C#CCOn1c(-n2nc(C)cc2C)nc2ccccc2c1=O	3	1	7	-1	9	-14	-9	1.4	1	-12
